CCR6 antag – CCR6 (human) receptor antagonism | CHO-K1 CCR6 PathHunter beta-arrestin, luminescence, CCL20-stimulated | inhibition, % at 20 µM | hit rate 0.49% among 340,000;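 active = compounds whose inhibition of the agonist-driven luminescence signal at 20 µM reaches about 50%, limit read from the data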;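 note: cells stimulated with CCL20 at 14 nM final; plate controls were DMSO with CCL20 for no effect and DMSO without agonist for full effect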
Target sequence (P51684 whole entry, looked up): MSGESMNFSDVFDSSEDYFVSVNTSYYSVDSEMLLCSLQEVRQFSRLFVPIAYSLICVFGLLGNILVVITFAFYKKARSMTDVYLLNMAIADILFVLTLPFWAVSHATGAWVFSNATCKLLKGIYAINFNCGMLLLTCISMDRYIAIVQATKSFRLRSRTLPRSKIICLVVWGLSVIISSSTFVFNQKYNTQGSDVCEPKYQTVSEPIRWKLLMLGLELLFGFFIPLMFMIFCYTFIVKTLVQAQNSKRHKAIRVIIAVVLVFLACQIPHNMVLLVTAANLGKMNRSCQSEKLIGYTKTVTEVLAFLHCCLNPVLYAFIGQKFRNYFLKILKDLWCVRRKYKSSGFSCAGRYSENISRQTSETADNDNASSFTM
APJ antagonist – antagonists of human APJ apelin receptor. CHO-K1 APJ beta-arrestin complementation, luminescence. hit rate 0.32% among 330,000. P35414. inhibition, % at 20 µM;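 active = inhibition above about 40% at 20 µM, limit read from the data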;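 note: cells challenged with 10 nM apelin-13 agonist together with compound; plate controls were apelin-13 plus DMSO wells for no effect and DMSO wells lacking apelin-13 for full effect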
ATG4B inhibitor – inhibitors of human ATG4B cysteine protease. inhibition, % at 8.33 µM. hit rate 0.51% among 340,000. ATG4B cleavage of LC3-PLA2, NBD-HPC fluorescence, 1 h. Q9Y4P1; in the data active = inhibition above about 40%
APJ agonist – agonists of human APJ apelin receptor | P35414 | CHO-K1 APJ PathHunter beta-arrestin, luminescence; 0% DMSO wells, 100% apelin | activation, % at 20 µM | hit rate 0.11% among 330,000;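 active = activation more than six SD over the plate average, tested at 20 µM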;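 note: 0% = DMSO alone and 100% = apelin-13 at 10 nM; some results filed as inactive read as strong as hits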
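Material: engineered CHO-K1 APJ arrestin reporter cells; amount: 1000 CHO-K1 reporter cells seeded per well; incubation: compound stimulation 90 min at 25 °C, detection 60 min; signal: luminescent beta-gal fragment complementation, chemiluminescent substrate; read-out basis: APJ agonist activity; controls: DMSO-only wells as negative, 10 nM Apelin-13 as positive control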
UBC13 polyUb – human UBC13 polyubiquitination inhibition. P61088. UBC13 polyubiquitin chain formation, TR-FRET. inhibition, % at 20 µM. hit rate 0.47% among 330,000. AID 485273; in the data active = inhibition above about 45%, passing the limit was not always enough
Target sequence (P61088 whole entry, looked up): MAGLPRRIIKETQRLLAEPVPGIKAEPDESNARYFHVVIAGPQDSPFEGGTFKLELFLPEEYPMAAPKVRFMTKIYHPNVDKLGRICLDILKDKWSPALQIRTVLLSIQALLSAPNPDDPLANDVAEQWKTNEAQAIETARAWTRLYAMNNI
Gli-Sufu block – antagonists of Gli-Sufu signaling; hit rate 0.74% among 340,000; inhibition, % at 5 µM; Sufu-KO-LIGHT fibroblasts, Gli luciferase reporter luminescence;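 active = inhibition above about 55%, limit read from the data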;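 note: 0% = DMSO-treated cells and 100% = wells with medium but no cells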
EBI2 block – blocks human EBI2 receptor beta-arrestin signaling. inhibition, % at 5 µM. EBI2 beta-arrestin recruitment, luminescence, 7a,25-OHC stimulated. P32249. hit rate 0.81% among 360,000. AID 651636; in the data active = inhibition above about 38%;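 note: enzyme fragment complementation signal reports receptor beta-arrestin coupling in cells; 0% = agonist plus DMSO wells and 100% = wells without agonist; some results beyond the cut were filed as inactive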
Target sequence (P32249 whole entry, looked up, the tested form may be a part): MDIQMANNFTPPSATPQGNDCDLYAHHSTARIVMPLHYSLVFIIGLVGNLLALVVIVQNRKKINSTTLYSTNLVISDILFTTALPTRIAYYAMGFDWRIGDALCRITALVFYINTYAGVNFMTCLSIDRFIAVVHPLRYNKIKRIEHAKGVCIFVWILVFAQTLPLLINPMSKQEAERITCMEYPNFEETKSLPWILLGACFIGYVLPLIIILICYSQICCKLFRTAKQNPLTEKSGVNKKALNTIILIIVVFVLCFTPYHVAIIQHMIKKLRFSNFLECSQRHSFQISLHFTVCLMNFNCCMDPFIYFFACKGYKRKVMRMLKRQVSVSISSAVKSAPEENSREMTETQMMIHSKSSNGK
CXCR6 block – inhibitors of human CXCR6 receptor; CHO-K1 PathHunter CXCR6 beta-arrestin, luminescence; inhibition, % at 20 µM; hit rate 0.36% among 360,000; AID 602244; in the data active = inhibition above about 34%, passing the limit was not always enough;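 note: antagonist mode with CXCL16 agonist at 10 nM final; 0% = 10 nM CXCL16 with DMSO and 100% = unstimulated wells without agonist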
Starred values were filed as active, the others as inactive; i = inactive; . = no result given.

Below each SMILES – CCR6 antag, APJ antagonist, ATG4B inhibitor, APJ agonist, UBC13 polyUb, Gli-Sufu block, EBI2 block, CXCR6 block
Cn1cccc1C(=O)NC(=O)COC(=O)c1cc([N+](=O)[O-])ccc1Cl
 : -7, -30, 21, -2, 9, 4, -7, -15
Cc1ccc(NC(=O)CC2=NC(=O)C(CC(=O)Nc3ccccc3F)S2)cc1 (stereo unspecified)
 : -6, -18, -12, -2, -19, -10, -2, 1
COc1ccc(CC(=O)N(Cc2ccccc2)c2ccc(C)cc2)cc1S(=O)(=O)N1CCOCC1
 : 1, 13, -13, -1, 28, 7, 5, 10
Cc1cc(C(=O)CSc2nnnn2C)c(C)n1C1CC1
 : -12, 6, 1, -3, -3, -57, 2, -12
Nc1c(C(=O)NCc2ccccc2)nnn1Cc1cccc(Cl)c1
 : 8, -39, -4, -2, 11, -8, 8, -2
O=C(CC(=O)c1ccccc1)Nc1cc([N+](=O)[O-])ccc1Cl
 : 30, 27, -3, -1, -10, -4, 1, 8
CCc1ccc(C(=O)NNC(=O)OC)cc1
 : 6, -17, -5, -6, -12, -1, -1, -6
Cc1cc[n+]2n1CC(O)C2 (stereo unspecified)
 : 7, 20, 5, 3, -3, 5, -2, -1
O=c1oc(-c2ccccc2)nc2sc3c(c12)CCC3
 : 3, 17, 56*, -2, 4, -15, 3, 6
C=CCOc1cccc(C2C(C(=O)c3ccco3)=C(O)C(=O)N2Cc2ccncc2)c1 (stereo unspecified)
 : -6, 4, -5, -3, -8, -2, -5, -3
Cc1c(C)c2ccc(OCC(=O)N[C@@H](Cc3c[nH]c4ccccc34)C(=O)O)cc2oc1=O
 : -13, -3, -22, -4, -5, 1, -5, 5
COc1cccc(C(O)c2nc3ccccc3n2C(C)C)c1 (stereo unspecified)
 : 1, 18, -2, 3, 8, 19, -6, -2
CCOc1ccc(C2C(C(=O)Nc3cc(C)on3)c3ccccc3C(=O)N2CCN2CCOCC2)cc1 (stereo unspecified)
 : -4, 16, -3, -2, -18, 27, -5, 2
CCN1CCN(C(=O)CCNC(=O)Cn2cnc3ccccc3c2=O)CC1
 : -1, -2, 2, -4, -2, -14, 5, 7
COc1ccc([N+](=O)[O-])cc1NC(=O)CCN1CCN(C)CC1
 : -12, -7, -4, -1, -2, -8, -4, -1
COc1ccccc1-n1c(SCC(=O)NCc2ccc3c(c2)OCO3)nc2cc([N+](=O)[O-])ccc21
 : 28, 21, -2, -3, -6, 0, 25, 5
Cc1c[n+](C)ccc1CC1C([N+](=O)[O-])=C[N-]c2ncnn21 (stereo unspecified)
 : 3, ., -4, ., ., -1, -7, -6
COc1cc(C)ccc1Oc1ccc([N+](=O)[O-])cc1
 : 21, ., 4, ., ., -9, 1, -2
Cc1onc(-c2ccccc2)c1C(=O)NNC(=O)c1ccccc1O
 : 11, 24, 6, -4, -7, -6, 1, 4
CCN(CC)S(=O)(=O)c1cc(NC(=O)c2ccc(-n3cncn3)c([N+](=O)[O-])c2)ccc1C
 : 4, -45, -15, 8, -3, 21, 6, -23

Overlap with the part before: two entries; new compounds follow.
Below each SMILES – CCR6 antag, APJ antagonist, ATG4B inhibitor, APJ agonist, UBC13 polyUb, Gli-Sufu block, EBI2 block, CXCR6 block
Cc1onc(-c2ccccc2)c1C(=O)NNC(=O)c1ccccc1O
 : 11, 24, 6, -4, -7, -6, 1, 4
CCN(CC)S(=O)(=O)c1cc(NC(=O)c2ccc(-n3cncn3)c([N+](=O)[O-])c2)ccc1C
 : 4, -45, -15, 8, -3, 21, 6, -23
O=C(CC1c2ccccc2Oc2ccccc21)Nc1ccccc1C(F)(F)F
 : 7, -3, 10, 0, 6, 4, 8, 0
COc1cc(C)c(C(=O)Oc2cc(C)c(C(=O)O)c(O)c2C)c(OC)c1C
 : -2, -1, -10, -5, -10, 7, -4, -6
CCOCCCNC(=O)c1c[nH]c2cc(OC)ccc2c1=O
 : 1, -24, 9, -1, 2, -19, -3, -5
CC(OC(=O)Cc1ccc(Cl)cc1)C(=O)NC1CCCCC1C (stereo unspecified)
 : 3, 1, 5, 0, -6, -4, -3, -8
COC(=O)c1ccccc1NC(=O)CSc1ccccn1
 : -4, -7, -12, 1, -8, -4, 2, -1
CCOc1cc(N2CCOCC2)c(OCC)cc1NC(=O)c1c(-c2ccccc2Cl)noc1C
 : 11, -3, 1, -5, 0, -17, 25, -3
COc1ccc(NC(=O)CSCC(=O)Nc2ccc(C)c(S(=O)(=O)N3CCCCCC3)c2)cc1
 : 15, 10, -24, -1, 4, -1, 15, -3
O=C1S/C(=C\c2ccc(N3CCOCC3)o2)C(=O)N1c1ccccc1
 : 26, 21, -49, -1, i, -14, 6, -4
Cn1c2[n+](c3ccc(Cl)cc3c1=O)Cc1ccccc1-2
 : 2, 7, -4, -1, 2, 7, 3, 0
Cc1ccc(C(=O)NC(=S)Nc2ccc3[nH]c(=O)[nH]c3c2)cc1C
 : -2, 3, 18, -2, 13, 1, -4, -5
Cc1ccccc1CNS(=O)(=O)c1csc(C(N)=O)c1
 : 14, 10, -2, 0, -4, -39, -3, 8
Cc1ccc(C)c(N2CCN(C(=O)c3ccc(CS(=O)Cc4ccc(Cl)cc4)o3)CC2)c1 (stereo unspecified)
 : 5, -3, -10, 1, -2, -4, 0, -7
COc1ccc(C(=O)NN(C)c2nc(-c3ccccc3)cc(C)c2S(C)(=O)=O)cc1
 : 19, 9, -2, -2, 2, 11, 4, 3
CCC(CC)C(=O)Nc1cccc(-c2nc3ccccc3o2)c1
 : 6, -18, -3, -1, 0, -10, 16, 7
NC(=O)C(c1ccccc1)c1ccc(C(=O)c2ccccc2)cc1 (stereo unspecified)
 : 16, 7, 6, -2, 8, 6, -11, 2
Cc1ccc(S(=O)(=O)N2CCC(C(=O)N3CCC[C@H]3C(=O)NCc3ccco3)CC2)cc1
 : 7, 9, 2, -3, -8, -6, 5, 7
C/C(=N\NC(=S)NCc1ccccc1)c1ccc(Cl)cc1
 : 21, -12, -9, -3, 6, -12, -1, 16
Cc1ccc(CSc2ncnc3ccccc23)cc1
 : 10, 12, -5, -2, 37, -15, 8, 1
O=C(NCC(c1ccco1)N1CCc2ccccc2C1)c1ccc(F)cc1 (stereo unspecified)
 : 13, 7, -8, -4, -3, 1, -1, 12
COc1cc(/C=C2/SC(=O)NC2=O)ccc1OCc1ccccc1
 : 0, 22, 5, -1, -11, 2, -4, 0

The list continues:
Below each SMILES – CCR6 antag, APJ antagonist, ATG4B inhibitor, APJ agonist, UBC13 polyUb, Gli-Sufu block, EBI2 block, CXCR6 block
COc1ccc(-n2c(C)cc(C3=NNC(=NC4CC4)SC3)c2C)cc1
 : 3, ., -4, ., ., ., 2, -5
c1ccc(C(=C2CCCO2)c2ccccc2)cc1
 : 19, ., 6, ., ., 1, 6, 3
Cc1nn(-c2ccccc2)c(N2CCCC2)c1/C=N/NC(=O)c1cc(-c2ccccc2)nc2ccccc12
 : -6, 8, 10, -1, -27, 7, 16, 7
C=CCn1cc(C(=O)NCCCOC)c(=O)c2cc(S(=O)(=O)N3CCC(C)CC3)ccc21
 : 3, -17, -3, -3, 3, 6, -7, 11
Cc1csc(N(C(=O)c2ccccc2F)c2ccccc2)n1
 : 8, 14, 12, 0, 8, 8, 11, 4
COc1ccc(NC(=O)CNS(=O)(=O)c2ccccc2)cc1Cl
 : 4, 3, -7, -3, 1, -4, -9, 6
Cc1c(/C(O)=C2\C(=O)C(=O)N(CCCN(C)C)C2c2cccs2)cnn1-c1ccccc1 (stereo unspecified)
 : 10, ., 10, ., ., 0, -11, 1
O=C(Nc1ccc2c(c1)OCO2)C(c1ccc(Cl)cc1)N1CCC2(CC1)OCCO2 (stereo unspecified)
 : 2, -1, -7, 10, -5, ., -13, -10
O=Cc1cn(-c2ccc(F)cc2)c2ccccc12
 : -1, -15, 3, 2, 10, -3, 2, -3
C/C(NCC(C)(C)CN(C)C)=C(/C#N)C(=O)NCc1ccccc1
 : 1, -10, -10, 10, 5, 7, 10, -3
CCOC(=O)c1sc(=S)n(CC)c1NC(=O)c1ccccc1C
 : 3, 14, -1, -6, 0, 5, 9, 6
COCC(=O)Nc1ccc(N(C)C)cc1
 : -11, -14, 2, 8, -6, 4, -2, -7
Cn1cccc1C(=O)OCC(=O)NC(=O)c1ccc(Cl)cc1
 : 14, 6, -12, -2, -7, 1, 7, 3
O=C(Cc1ccccc1)Nc1ccc(C(=O)O)cc1
 : 19, -3, -3, -3, 16, -1, 9, 0
O=C(Nc1ccccc1C(=O)O)c1ccc(NC(=O)c2ccc(Br)o2)cc1
 : -8, 4, 6, 1, -19, 5, -8, 5
CC(C)Cn1c(-c2ccncc2)n[nH]c1=S
 : -5, -24, -8, -2, 1, -5, 6, -9
O=C(/C=C/c1ccc(Cl)cc1Cl)N1CCN(c2ccccc2[N+](=O)[O-])CC1
 : 4, -3, 53*, 3, 1, -1, 82*, 4
COc1ccc(CCNC(=O)C(=O)N/N=C/c2cccs2)cc1OC
 : 3, 5, -5, -1, -1, -30, -7, -6
Cc1cccc(N2CCN(c3ccc(N4C(=O)CCCC4=O)cc3[N+](=O)[O-])CC2C)c1 (stereo unspecified)
 : 24, 12, 13, -1, -13, 6, 5, 16
CCNS(=O)(=O)c1ccc(-c2ccc(-n3cnnn3)cc2)cc1
 : 5, -18, -7, -1, 5, 6, -7, -11

Molecules shown so far that have a Cl atom (12):
Below each SMILES – CCR6 antag, APJ antagonist, ATG4B inhibitor, APJ agonist, UBC13 polyUb, Gli-Sufu block, EBI2 block, CXCR6 block
Cn1cccc1C(=O)NC(=O)COC(=O)c1cc([N+](=O)[O-])ccc1Cl
 : -7, -30, 21, -2, 9, 4, -7, -15
Nc1c(C(=O)NCc2ccccc2)nnn1Cc1cccc(Cl)c1
 : 8, -39, -4, -2, 11, -8, 8, -2
O=C(CC(=O)c1ccccc1)Nc1cc([N+](=O)[O-])ccc1Cl
 : 30, 27, -3, -1, -10, -4, 1, 8
CC(OC(=O)Cc1ccc(Cl)cc1)C(=O)NC1CCCCC1C (stereo unspecified)
 : 3, 1, 5, 0, -6, -4, -3, -8
CCOc1cc(N2CCOCC2)c(OCC)cc1NC(=O)c1c(-c2ccccc2Cl)noc1C
 : 11, -3, 1, -5, 0, -17, 25, -3
Cn1c2[n+](c3ccc(Cl)cc3c1=O)Cc1ccccc1-2
 : 2, 7, -4, -1, 2, 7, 3, 0
Cc1ccc(C)c(N2CCN(C(=O)c3ccc(CS(=O)Cc4ccc(Cl)cc4)o3)CC2)c1 (stereo unspecified)
 : 5, -3, -10, 1, -2, -4, 0, -7
C/C(=N\NC(=S)NCc1ccccc1)c1ccc(Cl)cc1
 : 21, -12, -9, -3, 6, -12, -1, 16
COc1ccc(NC(=O)CNS(=O)(=O)c2ccccc2)cc1Cl
 : 4, 3, -7, -3, 1, -4, -9, 6
O=C(Nc1ccc2c(c1)OCO2)C(c1ccc(Cl)cc1)N1CCC2(CC1)OCCO2 (stereo unspecified)
 : 2, -1, -7, 10, -5, ., -13, -10
Cn1cccc1C(=O)OCC(=O)NC(=O)c1ccc(Cl)cc1
 : 14, 6, -12, -2, -7, 1, 7, 3
O=C(/C=C/c1ccc(Cl)cc1Cl)N1CCN(c2ccccc2[N+](=O)[O-])CC1
 : 4, -3, 53*, 3, 1, -1, 82*, 4

Rows are unselected; any-hit rate near 3%.
